FXIa inh – factor XIa (human) inhibition | inhibition, % at 5 µM | purified FXIa, Boc-Glu-Ala-Arg-AMC fluorogenic substrate | 220,000 compounds, 0.14% hits;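 active means inhibition of at least 40%; inactive means inhibition below 40%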;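 further: fluorescence of freed AMC excited at 355 nm; 0% = enzyme without compound and 100% = no enzyme blank; many of its hits are not listed in these tables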
FXIIa inh – factor XIIa (human) inhibition | AID 800 | 220,000 compounds, 0.3% hits | P00748 | purified FXIIa, Boc-QGR-AMC fluorogenic substrate, 2 h | inhibition, % at 5 µM; in the data active means inhibition above about 40%;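 further: 0% = enzyme with no compound and 100% = blank without enzyme; many of its hits are not listed in these tables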
PERK inhibitor – blocks human PERK kinase. CHO PERK-DD fusion, SEAP luminescence translation reporter. inhibition, % at 5.6 µM. 220,000 compounds, 0.17% hits. AID 1416;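 active means inhibition above the mean inhibition of all tested compounds plus 3 SD, set separately per screening campaign, cut at about 2.9% in these data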;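 further: PERK kinase domain activated by AP20187 dimerizer at 100 nM; 0% = DMSO with dimerizer and 100% = rapamycin at 8.4 µM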
KCC2 mod – KCC2 (human) Cl- transport modulation | Q9H2X9 | KCC2 cells, thallium flux FluoZin-2 fluorescence | B-score of Tl+ flux slope (higher = more flux/activation; lower = inhibition) at 10 µM | 190,000 compounds, 2.2% hits | AID 1456;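 active means thallium flux slope and its plate-corrected score both differing from the plate sample mean at a set confidence after two filtering rounds, in either direction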;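 further: slope of fluorescence scaled to starting intensity during 10 to 20 s after thallium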
Furin inhibitor – inhibitors of human furin | P09958 | purified furin, fluorogenic substrate cleavage | inhibition, % at 30 µM | 220,000 compounds, 0.061% hits; in the data active means inhibition above about 25%; further: inactives centre near -15
Thrombin inh – thrombin (human) inhibition. P00734. 220,000 compounds, 0.26% hits. alpha-thrombin, Boc-VPR-AMC fluorogenic substrate cleavage. inhibition, % at 5 µM;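 active means inhibition at or above 40%; inactive means inhibition below 40%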;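 further: 0% = enzyme with no compound and 100% = wells without enzyme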
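Test system: human alpha-thrombin protein / Dosing: one concentration per compound, 5 µM, with 0.2% DMSO / Medium: pH 7.5 Tris-saline with Tween 20 / Benchmarks: no-compound enzyme wells and no-enzyme blanks / Read-out basis: percent inhibition of thrombin substrate cleavage / Timing: reaction at room temperature / Measured by: fluorescence, ex 355 nm, em 460 nm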
hK5 inh – blocks human kallikrein 5 protease activity; recombinant hK5, fluorogenic AMC substrate cleavage; AID 873; Q9Y337; inhibition, % at 5 µM; 210,000 compounds, 0.59% hits;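 active means inhibition of 40% or more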;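 further: 0% = enzyme controls without compound and 100% = no-enzyme blanks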
Target sequence (Q9Y337 67-293 limits assumed): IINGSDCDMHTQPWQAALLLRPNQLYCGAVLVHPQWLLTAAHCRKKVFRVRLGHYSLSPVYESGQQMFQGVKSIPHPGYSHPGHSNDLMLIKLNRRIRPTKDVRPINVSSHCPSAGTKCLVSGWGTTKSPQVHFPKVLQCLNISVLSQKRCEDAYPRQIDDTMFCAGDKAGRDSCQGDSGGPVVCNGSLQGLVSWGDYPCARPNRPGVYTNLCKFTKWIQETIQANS
p97 inhibitor – human p97 ATPase inhibition. P55072. recombinant p97 ATPase, Kinase-Glo ATP luminescence, 3 h. inhibition, % at 8 µM. 220,000 compounds, 0.42% hits. AID 1481; in the data active means inhibition above about 15%;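 further: 0% = DMSO vehicle and 100% = wells lacking enzyme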
Wee1 stabilizer – inhibitors of human Wee1 degradation; P30291; HeLa Luc-Wee1K328M stability, luciferase luminescence; 100% = proteasome inhibitor MG132 effect; reporter increase, % at 5 µM; 220,000 compounds, 1.2% hits; AID 1321;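 active means activation above the mean of all tested compounds plus 3 SD, set per screening run, cut at about 8.8% in these data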;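 further: cells exposed to compound for 20 h before luminescence read; 0% = DMSO alone and 100% = MG132 at 30 µM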
Target sequence (P30291 whole entry K328M): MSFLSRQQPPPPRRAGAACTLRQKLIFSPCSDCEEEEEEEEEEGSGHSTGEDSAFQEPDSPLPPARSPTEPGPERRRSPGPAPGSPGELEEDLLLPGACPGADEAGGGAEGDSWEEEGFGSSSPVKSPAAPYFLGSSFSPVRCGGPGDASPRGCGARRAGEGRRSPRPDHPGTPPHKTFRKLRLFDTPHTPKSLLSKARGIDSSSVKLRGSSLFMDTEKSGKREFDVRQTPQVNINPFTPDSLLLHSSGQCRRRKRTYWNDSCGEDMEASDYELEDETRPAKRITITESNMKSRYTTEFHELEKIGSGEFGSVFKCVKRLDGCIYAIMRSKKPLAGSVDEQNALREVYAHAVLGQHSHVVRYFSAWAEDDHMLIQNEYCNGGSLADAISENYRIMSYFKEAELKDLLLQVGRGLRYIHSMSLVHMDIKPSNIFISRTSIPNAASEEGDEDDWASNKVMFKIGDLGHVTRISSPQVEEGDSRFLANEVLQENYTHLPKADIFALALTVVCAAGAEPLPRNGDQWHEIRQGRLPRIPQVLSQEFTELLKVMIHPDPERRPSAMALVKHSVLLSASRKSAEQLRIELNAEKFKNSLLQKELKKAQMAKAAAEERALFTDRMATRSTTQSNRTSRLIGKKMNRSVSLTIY
The depositor's hits bear a star; x = not tested or not shown; [ ] = another dose, or the depositor's remark.

The line under a structure holds: FXIa inh, FXIIa inh, PERK inhibitor, KCC2 mod, Furin inhibitor, Thrombin inh, hK5 inh, p97 inhibitor, Wee1 stabilizer
C=CCc1cccc(/C=N/NC(=O)CCC(=O)Nc2ccc(C)cc2)c1O
    -2, 2, 0.6, -1.2, -27, -2, -10, -2, -2
CCc1nc(N)c(C#N)c(-c2cccnc2)c1C
    4, 18, 0.2, -0.61, -10, 11, 8, 2, -1
N#Cc1cccc(NC(=O)CSc2nnc(-c3n[nH]c4ccccc34)o2)c1
    0, 10, 1.0, -0.5, -37, 8, -2, 4, 22*
COC(=O)C1CCN(S(=O)(=O)c2ccc(OC)cc2)CC1
    -18, 2, -1.6, x, -4[20 µM], -4, -21, -8, 2
CCOC(=O)c1c(C)c(C)n(Cc2cccc(OC)c2OC)c1C
    -5, 7, -0.1, -1.2, -4, -1, -6, -7, 3
CC(C)CC(=O)NNC(=O)c1ccc(Cl)cc1
    8, 15, 1.1, 1.3, 5, -5, 4, -3, -1
C=CCn1c(O)c(/C=C2\C=NN=C2c2ccccc2)sc1=S
    5, 8, 1.2, 0.066, 7, -3, -4, 3, -1
COc1ccc(C(c2nnnn2CC2CCCO2)N2CCC(C(N)=O)CC2)cc1 (centres undefined)
    5, 9, 1.9, 0.9, 25[20 µM], 1, -12, 2, 3
Cc1cccc(C)c1OCC(=O)Nc1ccc(S(=O)(=O)Nc2ccccn2)cc1
    0, 4, -0.4, -0.068, -6, -7, -19, -4, -3
CC1(C)CC(=O)C2=C(C1)OC(=O)CC2c1cccs1 (centres undefined)
    0, 5, 0.9, 1.8, -18, -1, 3, 6, 2

Of the compounds above, 3 have an aryl methoxy group.
The line under a structure holds: FXIa inh, FXIIa inh, PERK inhibitor, KCC2 mod, Furin inhibitor, Thrombin inh, hK5 inh, p97 inhibitor, Wee1 stabilizer
COC(=O)C1CCN(S(=O)(=O)c2ccc(OC)cc2)CC1
    -18, 2, -1.6, x, -4[20 µM], -4, -21, -8, 2
CCOC(=O)c1c(C)c(C)n(Cc2cccc(OC)c2OC)c1C
    -5, 7, -0.1, -1.2, -4, -1, -6, -7, 3
COc1ccc(C(c2nnnn2CC2CCCO2)N2CCC(C(N)=O)CC2)cc1 (centres undefined)
    5, 9, 1.9, 0.9, 25[20 µM], 1, -12, 2, 3

(cont.)
The line under a structure holds: FXIa inh, FXIIa inh, PERK inhibitor, KCC2 mod, Furin inhibitor, Thrombin inh, hK5 inh, p97 inhibitor, Wee1 stabilizer
Cc1ccc(/C=N/NC(=O)C(C)NC(=O)c2ccccc2)cc1 (centres undefined)
    -5, 2, 0.5, -1.4, -16, 0, -13, 5, 1
COc1ccc(NS(=O)(=O)c2cc(NC(=O)/C=C/c3cc(OC)c(OC)c(OC)c3)ccc2N2CCCCC2)cc1
    -7, -2, -1.4, 0.35, -20, -7, -11, -5, 0
CCOC(=O)NC(=O)/C(C#N)=C\Nc1ccc(Cl)cc1Cl
    -3, 9, 0.4, 0.11, -23, 4, 0, -1, -2
Cc1nn(-c2ccccc2)c2c1C(=O)N(Cc1ccccc1)C(=O)C(C)(C)C2
    6, 1, -0.5, 0.015, -15[20 µM], -5, 0, -2, -3
CN(Cc1cnccn1)Cc1ccccc1OCC(O)CN1CCc2ccccc2C1 (centres undefined)
    -3, 1, -0.5, x, -16, -5, x, 2, -1
COc1ccccc1-n1cc(C(=O)NCC(=O)N2CCN(Cc3ccccc3)CC2)c2ccccc2c1=O
    -2, 11, 0.6, -0.68, -17, -2, x, 4, 0
CCN(CC)CCNC(=O)c1ccc(Sc2ccc(Cl)cc2)c(NC(C)=O)c1
    0, 8, 1.0, 0.81, -42, -4, x, 0, -2
CN(C)c1ncnc2c1ncn2C1OC(CO)C(O)C1O (centres undefined)
    -3, 10, -0.1, x, -16[20 µM], -4, -5, 2, -2
CC(=O)c1ccc(NC2OC(CO)C(O)C(O)C2O)cc1 (centres undefined)
    23, 13, 0.6, -0.1, -15, 2, 4, -3, 5
O=C(O)C1[C@H]2C(=O)N(C3CCCC3)C[C@]23C=C[C@H]1O3 (some centres undefined)
    -5, 10, 0.8, x, -26, -9, -22, 5, -1
Nc1nc2c(s1)CC(c1ccccc1)CC2 (centres undefined)
    -3, 1, -0.4, 1.9, -12, -6, -2, 0, 2
Cc1cccc(C(C#N)c2nc3ccccc3nc2C(F)(F)F)c1 (centres undefined)
    x, x, -1.0, 0.46, -10[20 µM], x, x, -3, -2
COc1ccc(N2CCN(S(=O)(=O)c3cnc[nH]3)CC2)cc1
    -1, 11, 0.7, 0.011, -16, 5, 7, 7, 0
Cn1c(=O)c2c(nc(NCc3ccc4c(c3)OCO4)n2Cc2ccc(F)cc2)n(C)c1=O
    -13, 1, 0.4, 0.0064, -27[20 µM], 2, -20, 2, 1
Fc1cccc(COc2ccccc2CNc2ccccc2)c1
    7, 10, 1.0, 0.47, -5, -13, -7, 4, -2
OC1CCCN(c2c3c(nc4cc(-c5cccc(Cl)c5)nn24)CCC3)C1 (centres undefined)
    2, 10, -1.4, -0.84, -21[20 µM], -7, -14, 2, -3
Cc1ccc(NC(=O)COC(=O)CSC(=S)N2CCOCC2)cc1C
    1, 6, 0.4, 0.46, -27, -2, 10, 1, 0
COCCNC(=O)c1cc(-c2ccc(Cl)c(Cl)c2)on1
    -3, 12, 1.5, 0.15, -22, -10, -3, 6, -4
C=CCOCC(O)CS(=O)(=O)Cc1ccc(Cl)cc1 (centres undefined)
    -3, 3, 0.1, 0.07, -15[20 µM], 0, -2, 3, -3
Cc1cc(C)cc(N(CC(=O)N2CCc3ccccc32)S(=O)(=O)c2c(C)noc2C)c1
    1, 3, 1.0, x, -36, -1, -1, 2, -2

Structural class: those above with an NH in an aromatic ring
The line under a structure holds: FXIa inh, FXIIa inh, PERK inhibitor, KCC2 mod, Furin inhibitor, Thrombin inh, hK5 inh, p97 inhibitor, Wee1 stabilizer
N#Cc1cccc(NC(=O)CSc2nnc(-c3n[nH]c4ccccc34)o2)c1
    0, 10, 1.0, -0.5, -37, 8, -2, 4, 22*
COc1ccc(N2CCN(S(=O)(=O)c3cnc[nH]3)CC2)cc1
    -1, 11, 0.7, 0.011, -16, 5, 7, 7, 0

The list goes on.
The line under a structure holds: FXIa inh, FXIIa inh, PERK inhibitor, KCC2 mod, Furin inhibitor, Thrombin inh, hK5 inh, p97 inhibitor, Wee1 stabilizer
CCOc1cc(/C=C\[N+](=O)[O-])ccc1OCC(=O)N1CCOCC1
    6, 6, -0.1, 1.7, -27, 0, 4, 3, 3
C=C(C)C1Cc2c(C)nn(-c3ccccc3)c2C1 (centres undefined)
    7, 11, 0.3, -0.57, -23, -3, -4, 1, 0
CC(C)c1cc(CN2CCN(C3CCCC3)C(CCO)C2)[nH]n1 (centres undefined)
    15, 5, 0.9, 0.99, -11, -5, -3, 2, -4
NC(=O)CC(NC(=O)Cc1ccc(Cl)cc1)c1ccc(NC2CCCCC2)c([N+](=O)[O-])c1 (centres undefined)
    7, 14, x, -0.75, -34, 4, 8, x, x
CC(C)Cc1nc2oc3c(NCc4cccnc4)ncnc3c2c2c1CCC2
    11, 18, -0.1, 0.15, -26, 15, 16, -1, 1
O=C(c1ccccc1)c1ccc(OCC(O)CN2CCOCC2)cc1 (centres undefined)
    x, x, -1.1, -1.6, -15[20 µM], x, x, -6, -2
COc1ccccc1NC(=O)CSCc1nc2ccccc2[nH]1
    3, 13, 0.4, 1.4, -10, -12, -6, 5, -1
O=C(Nc1ccccc1N1CCOCC1)c1ccc2c(c1)OCO2
    -4, 4, 0.7, -0.46, -29, -6, -2, 5, -2
CS(=O)(=O)N1CCN(c2ccc(NC(=O)c3ccccc3)cc2)CC1
    3, 8, 0.6, -0.4, -21, 3, 4, -4, 3
Fc1ccc(Nc2nnc(C(F)(F)F)s2)cc1
    2, 2, 1.5, 1.1, -14, -7, -2, 8, -2

Taken from above, two compounds:
The line under a structure holds: FXIa inh, FXIIa inh, PERK inhibitor, KCC2 mod, Furin inhibitor, Thrombin inh, hK5 inh, p97 inhibitor, Wee1 stabilizer
CS(=O)(=O)N1CCN(c2ccc(NC(=O)c3ccccc3)cc2)CC1
    3, 8, 0.6, -0.4, -21, 3, 4, -4, 3
Fc1ccc(Nc2nnc(C(F)(F)F)s2)cc1
    2, 2, 1.5, 1.1, -14, -7, -2, 8, -2

Carrying on:
The line under a structure holds: FXIa inh, FXIIa inh, PERK inhibitor, KCC2 mod, Furin inhibitor, Thrombin inh, hK5 inh, p97 inhibitor, Wee1 stabilizer
CC(C)(C)c1[nH]nc2c1C(c1ccsc1)C(C#N)=C(N)O2 (centres undefined)
    -4, 5, 0.9, -1.1, -27, -4, 0, -1, -4
CCOC(=O)N1CCN(CC(O)COCCC23CC4CC(CC(C4)C2)C3)CC1 (centres undefined)
    -4, 17, -0.7, x, -14[20 µM], 0, -5, -9, 3
CCCCN(C(=O)CSc1nnc(-c2ccc(OC)cc2)n1C(C)C)c1c(N)n(Cc2ccccc2)c(=O)[nH]c1=O
    5, 11, 0.3, -0.14, -18, 0, -3, 2, -3
C=CCn1c(N)c(C(=O)Nc2cccc(C)c2)c2nc3ccccc3nc21
    6, 12, 0.3, x, -2[20 µM], 0, 2, -1, 0
CCOC(=O)c1sc(NC(=O)c2ccc(OC)cc2)nc1C
    -7, 2, -0.3, 0.26, -15, 1, -5, -1, -3
O=C(Nc1cccc(-c2cn3ccccc3n2)c1)c1cccc(Cl)c1
    4, 14, -1.3, x, -14[20 µM], -2, -18, 1, 3
COC(=O)CN1C(=S)N(c2ccc(Cl)cc2)C(=O)C1CC(=O)Nc1ccccc1 (centres undefined)
    5, 4, -0.6, 0.23, -1, -9, -23, 0, 1
Cc1cccc(COCC(CC(C)C)N2CCN(C(=O)c3ccc(C(C)(C)C)cc3)CCC2=O)c1 (centres undefined)
    8, 19, -0.3, 0.036, 6, 0, -1, -3, 0
COc1ccnc(Oc2ccc(F)cc2)c1C(=O)N/C=N/OCc1ccc(Cl)cc1Cl
    5, 1, 0.9, x, -22[20 µM], 4, 6, 1, 1
Cc1ccc(S(=O)(=O)CNC(=S)c2cccc(C)c2)cc1
    -13, -11, 1.2, -0.19, -4[20 µM], -6, -7, 5, -2
Cc1sc(NC(=O)C2CCCCC2C(=O)O)c(C(N)=O)c1-c1ccc(C(C)C)cc1 (centres undefined)
    12, 7, 1.4, x, -25[20 µM], 4, 6, -3, -2
COc1cccc(C(=O)NC(=S)Nc2ccccc2N2CCCC2)c1
    0, 9, 0.1, 4.2, -13, -8, 0, 0, 1
Cc1ccc(-c2cccc(CN3CCN(C(C)C)C(CCO)C3)c2)o1 (centres undefined)
    -3, 4, -0.7, 0.48, -16, -12, x, -2, 0
O=c1[nH]cnc2sc3c(c12)CCCCC3
    -5, 8, 1.1, 1.6, -21, -6, -4, 3, -1
CCn1c(O)c(N=NC(=O)c2ccc(CSc3nncn3C)cc2)c2ccccc21
    7, 16, -1.3, -0.6, 6, -4, -13, 2, 2
OCC(O)CNC(=S)NC1CCCCC1 (centres undefined)
    -4, 5, 0.6, 0.68, -10, -2, -35, 7, -1
COCC(C)n1c(SCC(=O)N2CCc3ccccc3C2)nc2ccccc2c1=O (centres undefined)
    -2, 7, -0.9, -0.21, -6, -11, -12, -3, 3
Cc1cc2ncn(CCC(=O)NC3CCCC3)c2cc1C
    0, 7, -0.6, 0.0058, -16, 5, -7, 0, -3
CN(Cc1ccccc1)c1ccc2nnc(-c3ccccc3)n2n1
    4, 14, -0.2, -2.7, -6, -3, -8, 2, -1
CCn1nnc(NC(=O)Cc2ccc(Cl)cc2)n1
    1, 5, 1.6, 1.4, -25, -7, 1, 8, -1

Screens as filed in PubChem.
